# From PubChem BioAssay
# esBAF inh = Bmi1 luciferase reporter increase in mESCs, primary screen, esBAF inhibitor project, mouse ES cells, Bmi1 luciferase knock-in, single point; reporter increase, % at 12.5 µM; 24 h; 100% = twice the neutral-well signal; 350,000 compounds, 2% hits; AID 602393, 2012; in the data active means activation above about 40%;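 further: 0% = median of the plate's neutral control wells and 100% = double that signal; a rise in the Bmi1 reporter signal indicates esBAF inhibition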
# RAD54 branch = inhibitors of human RAD54 branch migration, primary screen, biochemical, fluorescence, single point; DNA repair and recombination protein RAD54-like (Homo sapiens), Q92698; RAD54 Holliday junction branch migration, FAM/BHQ fluorescence; inhibition, % at 10.4 µM; 360,000 compounds, 0.14% hits; AID 602329, 2012;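 active means mean normalized replicate activity at least 40 and at least half of replicates scoring 40 or more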;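 further: 0% = median of neutral control wells and 100% = median of positive control wells; inhibitors cause a drop in the FAM fluorescence signal; in these data hits start at about 50%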
# Target sequence (Q92698 whole entry, looked up): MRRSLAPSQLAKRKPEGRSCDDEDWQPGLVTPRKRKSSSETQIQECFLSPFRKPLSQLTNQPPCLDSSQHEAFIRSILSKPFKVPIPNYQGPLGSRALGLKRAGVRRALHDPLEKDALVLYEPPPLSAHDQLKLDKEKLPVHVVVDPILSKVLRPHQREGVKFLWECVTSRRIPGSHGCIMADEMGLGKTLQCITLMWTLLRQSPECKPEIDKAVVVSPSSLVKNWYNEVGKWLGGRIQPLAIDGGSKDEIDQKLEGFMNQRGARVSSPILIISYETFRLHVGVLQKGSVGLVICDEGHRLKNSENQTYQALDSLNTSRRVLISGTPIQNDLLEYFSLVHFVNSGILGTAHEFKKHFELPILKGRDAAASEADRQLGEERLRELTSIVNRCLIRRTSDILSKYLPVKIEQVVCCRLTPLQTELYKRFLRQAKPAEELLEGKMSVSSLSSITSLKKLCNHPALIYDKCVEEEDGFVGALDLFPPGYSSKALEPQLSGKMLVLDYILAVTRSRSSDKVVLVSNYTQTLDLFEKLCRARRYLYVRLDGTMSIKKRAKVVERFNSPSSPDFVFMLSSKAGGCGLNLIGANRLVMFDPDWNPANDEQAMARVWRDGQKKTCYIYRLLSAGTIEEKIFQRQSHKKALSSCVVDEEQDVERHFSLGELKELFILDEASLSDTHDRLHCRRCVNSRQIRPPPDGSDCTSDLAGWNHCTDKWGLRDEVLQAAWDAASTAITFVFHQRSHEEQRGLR
# * hit, by the source's call. Only part of the results is shown (hit frequency here may not be typical).
compound | esBAF inh | RAD54 branch
O=C(CSc1nnc2c(n1)[nH]c1ccc(F)cc12)OCc1ccccc1 | -5 | -4
O=C(NCC(=O)N(Cc1cccs1)C(C(=O)NC1CCCCC1)c1ccco1)c1cccs1 (centres undefined) | 0 | -1
N#C/C(=C/c1ccc(Br)o1)C(N)=O | 1 | -5
Cc1ccc(-c2nnc(CSc3nnc(COc4ccccc4)n3-c3ccc(C)cc3)o2)cc1 | -1 | -14
Cc1cccc(-c2cc3nc4c(c(NCc5ccco5)n3n2)CCCC4)c1 | 36 | -2
OCC(CO)(CO)n1cnnn1 | -5 | -12
CCOC(=O)C1=C(C)N=C2SCCC(=O)N2C1c1sccc1C (centres undefined) | -1 | 11
CCCCn1nnnc1SCC(=O)NCc1ccco1 | -9 | 0
O=[N+]([O-])c1ccc(N2CCOCC2)nc1 | 2 | -8
Cn1c(-n2c(-c3ccco3)nc3ccccc3c2=O)nc2ccccc21 | 49* | 5
CSc1nnc(COc2ccc(C)cc2)n1N | 8 | -7
Cc1cc(NC(=O)CSc2nc3ccccc3n2CC(=O)N2CCC(C)CC2)no1 | -7 | -4
O=c1c2ccccc2nc2ccc(NCc3ccco3)nn12 | 40 | 0
O=C(O)c1ccc(CS(=O)(=O)c2cccc(C(F)(F)F)c2)o1 | -4 | -4
O=C1c2ccccc2C(=O)N1CCc1nc2ccccc2c(=O)n1-c1ccccn1 | 1 | 7
COc1cc(/C=N/NC(=O)COc2ccc(Cl)cc2)ccc1OS(=O)(=O)c1ccc(C)cc1 | 7 | 4
O=C(c1ccco1)N1CCN(C(c2ccccc2Cl)c2nnnn2CC2CCCO2)CC1 (centres undefined) | -5 | -8
CC1(C)Cc2c(sc(/N=C/N3CCOCC3)c2C#N)C(C)(C)N1 | -3 | 14
Cc1c(NC(=O)Nc2ccccc2Cl)sc(=S)n1C | 15 | -3
O=C(CN1CCN(S(=O)(=O)c2ccc(Br)cc2)CC1)Nc1ccc2c(c1)OCCO2 | 5 | 4

# (list continues)
compound | esBAF inh | RAD54 branch
CCCCCCCNC(=O)COc1ccc2c(c1)C(=O)CC(C)(C)O2 | -5 | 8
OCCN(Cc1ccccc1)Cc1ccc(Cl)cc1Cl | -5 | 10
CC(Oc1ccc(Cl)cc1)c1ccnn1S(=O)(=O)c1ccccc1 (centres undefined) | -4 | -16
CCCCOc1c(Br)cc(/C=N/O)cc1OCC | -11 | -12
CNC(=O)c1sc(-c2ccccc2)nc1C | 8 | 13
CN1C(=O)C2(C(C#N)=C(N)N(c3cc(Cl)cc(Cl)c3)C3=C2C(=O)CC(C)(C)C3)c2ccccc21 (centres undefined) | -2 | 2
CCOC(=O)C1CCCN(C(=O)c2cc3c(-c4cccc(OC)c4)nn(C)c3s2)C1 (centres undefined) | -1 | -8
CC(=O)NC(=S)Nc1ccc(NC(=O)COc2ccc(Cl)cc2)cc1 | 9 | 5
O=C(CCCCn1c(=O)c2ccccc2n(CC(=O)NC2CCCC2)c1=O)NCc1ccco1 | -4 | -13
CN1CC(=O)N(CC(=O)Nc2ccc(N(C)C)cc2)c2ccccc2C1=O | -7 | 2
CC1CCN(C2(O)C(=O)Nc3ccc([N+](=O)[O-])cc32)CC1 (centres undefined) | -2 | -5
Brc1cccc(-c2nc(-c3ccncc3)no2)c1 | 57* | -9
COc1ccc(S(=O)(=O)N(CC(=O)N2CCN(c3ccccc3OC)CC2)c2ccccc2)cc1 | -2 | -8
COc1cnc(-c2ccccn2)nc1Sc1ccc(Cl)cc1 | -1 | -2
Cc1cc(C)nc(/N=C(/NC(=O)c2ccccc2)Nc2ccccc2)n1 | 29 | -4
Cn1ccs/c1=N\S(=O)(=O)c1ccc(F)cc1 | -5 | 3
Cc1ccc(-c2csc3n[nH]c(=S)n23)cc1 | -6 | -1
C=C1c2ccccc2NC(=O)N1c1ccc(C)cc1 | 28 | 1
COc1cc(S(=O)(=O)Nc2ccccc2)ccc1NC=O | 3 | -10
CNc1oc(-c2cccs2)nc1C#N | 11 | 4

# (more compounds)
compound | esBAF inh | RAD54 branch
Cc1cn2c(-c3ccncc3)nnc2s1 | -6 | -6
Cc1ccc(CNC(=O)CCn2nc(-c3ccc(Cl)cc3)ccc2=O)cc1 | -3 | 4
Cc1coc2c1C(=O)C(=O)c1c-2ccc2c(C)cccc12 | -17 | 0
O=C(CCc1nc(-c2ccccc2F)no1)NC1CCN(Cc2ccccc2)CC1 | 2 | -4
CCOc1ccc(C(N)=O)cc1OC | -5 | 1
Nc1nc(CN2CCN(c3ccccn3)CC2)nc(Nc2ccc(F)cc2)n1 | 5 | 5
CCOCCCNC(=O)C(NC(=O)c1cnccn1)c1ccc(OC)cc1 (centres undefined) | 4 | -1
COC(=O)c1oc2ccc(Cl)cc2c1-n1cccc1 | 2 | 6
CCOc1ccc(-c2nnc3sc(COc4ccc(Cl)cc4)nn23)cc1 | -8 | -2
COC(=O)C(C)Oc1ccc(=O)[nH]n1 (centres undefined) | -6 | -1
CC(=O)NC(Cc1cnc[nH]1)C(=O)O (centres undefined) | -4 | -10
Fc1ccc(Oc2nccc(-c3ccc(Cl)cc3)n2)cc1 | 12 | -1
O=C(CCN1C(=O)C2C3C=CC(C3)C2C1=O)N1CCN(c2ccc(F)cc2)CC1 (centres undefined) | -7 | -3
COc1ccc(C2CC(c3ccccc3)n3nnnc3N2)cc1 (centres undefined) | 3 | 4
CCCOc1ccc(C2(C(=O)O)CCCC2)cc1 | -2 | 0
CS(=O)(=O)Nc1ccc(S(=O)(=O)N2CCOCC2)cc1 | -6 | 4
COc1[nH]c(/N=C/c2ccccc2)c(C#N)c1C#N | -7 | -112
CCOc1cccc(NC(=O)C(Cc2cccs2)c2nn[nH]n2)c1 (centres undefined) | -3 | 0
CCOC(=O)c1cc(-c2ccccc2)n(CCC(=O)NC(C)CC)c1C (centres undefined) | 4 | 2
CCOc1cc(/C=N/NC(=O)COc2ccc(Cl)cc2)ccc1OS(=O)(=O)c1ccccc1 | 1 | 0

# The results go on:
compound | esBAF inh | RAD54 branch
Cc1ccc(-n2[nH]c(C)c(/C=N/NC(=O)c3ccc(O)cc3O)c2=O)cc1 | 19 | -2
CC1CN(c2nnnn2-c2ccccc2)CC(C)O1 (centres undefined) | 3 | 7
O=C(Cn1[nH]c(=O)c2ccccc2c1=O)NC1CCN(Cc2ccccc2)CC1 | 6 | -4
COC(=O)c1[nH]c2ccccc2c1NC(=O)Oc1ccccc1 | 24 | -3
Nc1nc(Cn2nnc(-c3ccccc3Cl)n2)nc(N2CCOCC2)n1 | -5 | -7
C=CCNC(=S)N1CCN(CCN=CC2=C(O)CC(c3cccs3)CC2=O)CC1 (centres undefined) | -2 | 3
CC(C)CC(=O)Nc1ccc(OCC(=O)O)cc1 | 3 | 7
COc1ccc(-c2occ(C(=O)O)c2C(=O)O)cc1 | 19 | 5
CCOC(=O)c1ccccc1NC1OC(=O)c2ccccc21 (centres undefined) | -7 | -13
CCc1ccc(Nc2nc(N)nc(CSc3nnnn3-c3ccccc3)n2)cc1 | 2 | -9
CCOC(=O)CSC1=NC(=O)/C(=C\c2ccc(OC(C)=O)cc2)S1 | -2 | 2
CCn1c(-c2ccc(F)cc2)n[nH]c1=S | -7 | -4
COC(=O)c1sc(NC(=O)COc2ccccc2OC)nc1C | -9 | -9
CCCc1nc(SCC(=O)NNC(=O)C2CCCCC2)c2ccccc2n1 | 0 | 2
CCOC(=O)c1[nH]c2ccc(OC)cc2c1NC(=O)OC | 18 | 9
CC(=O)c1cccc(NS(=O)(=O)c2ccc(N/C=C\C(=O)c3ccc(C)cc3)cc2)c1 | -83 | -1
CC(=O)N1c2ccccc2NC2=C(C(=O)CCC2)C1c1cccnc1 (centres undefined) | -2 | -3
Cc1nn(-c2ccc(F)cc2)c2sc(C(=O)OCC(=O)N3CCC(C)CC3)cc12 | 7 | 2
COc1ccccc1Nc1ncc(-c2cccs2)s1 | 54* | -3
CCN(CCCNC(=O)CCNC(=O)Cn1cnc2ccccc2c1=O)c1cccc(C)c1 | -1 | 1

# Arranged by count of non-hydrogen atoms (rising): six of the compounds above.
compound | esBAF inh | RAD54 branch
CCn1c(-c2ccc(F)cc2)n[nH]c1=S | -7 | -4
CC(C)CC(=O)Nc1ccc(OCC(=O)O)cc1 | 3 | 7
CCOC(=O)c1ccccc1NC1OC(=O)c2ccccc21 (centres undefined) | -7 | -13
CCOC(=O)CSC1=NC(=O)/C(=C\c2ccc(OC(C)=O)cc2)S1 | -2 | 2
O=C(Cn1[nH]c(=O)c2ccccc2c1=O)NC1CCN(Cc2ccccc2)CC1 | 6 | -4
CCN(CCCNC(=O)CCNC(=O)Cn1cnc2ccccc2c1=O)c1cccc(C)c1 | -1 | 1

# Next section:
compound | esBAF inh | RAD54 branch
CC(OC(=O)CNC(=O)C12CC3CC(CC(C3)C1)C2)C(=O)Nc1ccc(N2CCOCC2)cc1 (centres undefined) | 15 | 2
CSc1ccc(/C=C/C(=O)c2ccc(NC(C)=O)cc2)cc1 | 8 | -2
CCOC(=O)N1CCN(C(=O)c2ccc(NC(C)=O)cc2)CC1 | -1 | -3
CC(=O)Nc1ccc(Cl)cc1C(=O)O | 0 | -5
CC(=O)Nc1ccc(/C(C)=N/NS(=O)(=O)c2ccc(C)cc2)cc1 | 7 | 1
COc1ccccc1NC(=O)c1c(NC(=O)c2ccco2)sc2c1CCC2 | 1 | -13
NNC(=O)C1CCCn2c1nc1sc3c(c1c2=O)CCCC3 (centres undefined) | 2 | 3
COC(=O)c1nn(-c2ccccc2)c(-c2ccccc2)c1C(=O)c1ccccc1 | -14 | 3
Cc1ccc2c(C(=O)CN3CCC4(CC3)OCCO4)c(C)[nH]c2c1 | -7 | -1
COc1cccc(NS(=O)(=O)c2cc(C)ccc2OC)c1 | 1 | -12
Cc1ccc(-c2nnc3c4ccccc4c(C)nn23)cc1S(=O)(=O)N1CCN(C)CC1 | 5 | -11
Cc1c(C(=O)N(C)Cc2ccccc2)oc2ccc(S(=O)(=O)N3CCCC3)cc12 | 0 | -12
Nc1ncnc2nc(N3CCN(C(=O)c4ccccc4)CC3)[nH]c12 | 0 | -14
CCOC(=O)N1C(=O)c2cc(OC)ccc2S1(=O)=O | -5 | -17
COCc1cc(C)nc2sc(C(=O)OC)c(N)c12 | 8 | 8
O=c1[nH]c2ccccc2n1CCCSCCCn1c(=O)[nH]c2ccccc21 | 1 | 6
C(=N\Nc1nc(N2CCOCC2)nc(N2CCOCC2)n1)/c1cccnc1 | 2 | 10
COCCn1nnnc1C1(N(Cc2cc3cc(C)ccc3[nH]c2=O)CC2CCCO2)CCN(C)CC1 (centres undefined) | 15 | -15
Cc1cc(F)ccc1S(=O)(=O)Nc1ccccc1C(=O)Nc1ccccc1N1CCOCC1 | -1 | -1
CC(C)c1ccc(S(=O)(=O)N2CCN(CCC(=O)Nc3ccc(N(C)C)cc3)CC2)cc1 | 7 | 6

# Carrying on:
compound | esBAF inh | RAD54 branch
CN(C)CCN1C(=O)C(O)=C(C(=O)c2cc3ccccc3o2)C1c1cccc(Br)c1 (centres undefined) | -2 | -16
CC[C@@H](C)[C@H](NC(=O)OC(C)(C)C)c1nnc(S(=O)(=O)Cc2cc(C)ccc2C)o1 | -6 | -2
CCCNC(=O)c1ccc(SC)cc1OC | 5 | -4
O=C(c1ccc(Br)cc1)N1CCCC1 | -4 | -2
COC(=O)CC(NC(=O)c1ccc(C)cc1)c1ccc2c(c1)OCO2 (centres undefined) | -12 | 0
Fc1ccc(NC(=S)NCc2cccs2)cc1 | 10 | -6
Cc1c(/C=N/NC(=O)c2sc3ccccc3c2Cl)cnn1C | 14 | -9
CNC(=O)c1[nH]cnc1C(=O)Nc1ccccc1OC | 2 | 1
CCOC(=O)c1sc(NC(=O)c2ccc(CC)s2)nc1C | 51* | -6
CCNc1nc(Oc2ccc(=O)[nH]n2)nc(N2CCOCC2)n1 | -21 | -4
COc1ccc(-c2c3c(=O)n(C)c(=O)n(C)c3cn2Cc2cccnc2)cc1 | 12 | 4
O=C(O)CC(c1ccccc1)c1ccccc1 | -1 | 3
CCC(=O)Nc1ccc(S(=O)(=O)N2CCCCC2)cc1OC | 3 | -1
Cn1c(=O)oc2cc(S(=O)(=O)NCCC(=O)N3CC=C(c4ccccc4)CC3)ccc21 | -1 | 3
CCS(=O)(=O)N1CCCC(C(=O)NCc2ccc3c(c2)OCO3)C1 (centres undefined) | -2 | 4
COc1cc(C(=O)O)nc2ccccc12 | 6 | -6
CCC(=O)NC(c1ccccc1)c1nc2ccccc2[nH]1 (centres undefined) | 49* | -1
Cc1oc(-c2ccc(Cl)cc2)nc1CSCC(=O)NCCCN1CCOCC1 | 0 | 7
Cc1ccc(OCC(=O)Nc2ccc(-c3nc4ncccc4o3)cc2)cc1 | 30 | -7
CC(C)(C)NC(=O)C(c1ccccc1)N(Cc1ccco1)C(=O)c1csnn1 (centres undefined) | 3 | -8

# (listing goes on)
compound | esBAF inh | RAD54 branch
O=C(CN1C(=O)c2ccccc2C1=O)NN1C(=O)c2ccccc2C1=O | -3 | 7
Brc1ccc(-c2nnc(SCCC3OCCCO3)o2)cc1 | 27 | -7
c1ccc(-c2csc3nnc(SCc4ccc5c(c4)OCCO5)n23)cc1 | 12 | -9
c1ccc(OCc2nn3c(-c4ccccn4)nnc3s2)cc1 | 38 | -4
CCc1ccc(CNc2ccc(N3CCN(C(C)=O)CC3)cc2)cc1 | 6 | -1
CCC(=O)N1CCc2cc(S(=O)(=O)NCCCN(CC)Cc3ccccc3)ccc21 | 2 | -6
COc1cc(C)c(S(=O)(=O)Nc2ccc(CC(=O)O)cc2)cc1C | -6 | -7
CC(=O)N1CCc2cc(S(=O)(=O)NC(CC(C)C)C(=O)N3CCn4c3nc3ccccc34)ccc21 (centres undefined) | -4 | -9
Cc1ccc(OCC(=O)NCc2cccs2)cc1 | 10 | 1
CC1CN(c2oc(-c3ccccc3Cl)nc2C#N)CC(C)O1 (centres undefined) | 3 | -1
